STK33 inh = human STK33 kinase inhibition. Q9BYT3. purified STK33, MBP phosphorylation, ADP-Glo luminescence. inhibition, % at 10 µM. hit rate 0.073% among 320,000;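 active = inhibition at or above 25%, using the most active replicate where run in duplicate; inactive = inhibition below 25%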
Target sequence (Q9BYT3 whole entry, looked up): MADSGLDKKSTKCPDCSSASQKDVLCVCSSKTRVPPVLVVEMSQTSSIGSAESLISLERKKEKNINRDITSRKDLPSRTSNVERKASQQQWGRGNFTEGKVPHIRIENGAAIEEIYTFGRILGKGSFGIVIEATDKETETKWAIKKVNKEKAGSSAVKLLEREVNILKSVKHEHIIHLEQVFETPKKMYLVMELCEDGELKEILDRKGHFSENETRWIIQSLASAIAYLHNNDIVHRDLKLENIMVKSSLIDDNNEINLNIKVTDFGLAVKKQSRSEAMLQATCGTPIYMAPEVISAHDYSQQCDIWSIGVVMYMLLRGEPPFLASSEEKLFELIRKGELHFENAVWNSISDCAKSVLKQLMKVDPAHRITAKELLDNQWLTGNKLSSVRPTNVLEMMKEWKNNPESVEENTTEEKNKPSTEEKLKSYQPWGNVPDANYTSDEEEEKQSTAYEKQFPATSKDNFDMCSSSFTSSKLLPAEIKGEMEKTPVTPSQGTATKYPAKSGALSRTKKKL
Kir21 block = blocks the mouse Kir2.1 inward-rectifier potassium channel. P35561. HEK293-Kir2.1, FluxOR thallium flux fluorescence; hits give low values. B-score at 10 µM. hit rate 0.85% among 310,000;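 active = fluorescence ratio B-score at or below minus 3 SD of library scores, with starting-brightness B-score within 2 SD, cut at about -4.2 in these data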;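 note: channel flux triggered by added potassium and thallium sulfate stimulus; B-score of peak minus minimum fluorescence over baseline after thallium stimulus; more negative B-score means stronger Kir2.1 block with less thallium influx; some compounds called inactive have numbers as strong as hits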
Target sequence (P35561 whole entry, looked up): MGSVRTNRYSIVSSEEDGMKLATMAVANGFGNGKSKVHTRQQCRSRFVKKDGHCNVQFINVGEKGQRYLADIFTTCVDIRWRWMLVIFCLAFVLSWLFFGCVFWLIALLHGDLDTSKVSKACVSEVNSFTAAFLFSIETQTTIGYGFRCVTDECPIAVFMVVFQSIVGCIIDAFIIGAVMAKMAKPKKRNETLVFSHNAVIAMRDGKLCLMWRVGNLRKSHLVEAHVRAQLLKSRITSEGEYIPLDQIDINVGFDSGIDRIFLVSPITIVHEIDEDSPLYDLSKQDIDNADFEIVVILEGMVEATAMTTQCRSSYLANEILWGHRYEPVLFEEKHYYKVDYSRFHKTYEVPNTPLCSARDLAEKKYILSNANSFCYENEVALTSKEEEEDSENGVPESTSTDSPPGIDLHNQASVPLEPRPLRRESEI
* hit, by the source's call; / = not tested or not shown.

STK33 inh,Kir21 block,structure
0.1,-0.17,CC(C)(C)n1nnnc1C(c1ccc(F)cc1)N(Cc1ccc(F)cc1)Cc1ccco1 (stereo not drawn)
-1.2,-0.85,Cn1c(CCC(=O)Nc2ccc(F)cc2)nc2cc(S(=O)(=O)N3CCOCC3)ccc21
-0.3,-2.59,Cc1nn2c(NCCN(C)C)c3c(nc2c1-c1ccccc1)CCCC3
-0.3,-0.03,COc1ccc(C(=O)COc2ccccc2N2C(=O)C3C4C=CC(C4)C3C2=O)cc1 (stereo not drawn)
-1.8,-0.4,CC(NC(=O)CCSc1nc(-c2ccc3c(c2)OCO3)cc(C(F)(F)F)n1)c1ccccc1 (stereo not drawn)
-0.6,-0.11,Cc1cc([N+](=O)[O-])ccc1NC(=S)NC(=O)Cc1ccccc1
-0.3,-0.04,COc1ccc(OC)c(NC(=O)CSc2nc(=O)n(CCN3CCOCC3)c3c2CCC3)c1
-0.8,-0.45,Cc1cc(C)n(S(=O)(=O)c2ccc(C(C)(C)C)cc2)n1
-2.4,1.98,CCOC(=O)C1=C(C)Nc2ncnn2C1c1ccccc1F (stereo not drawn)
0.3,-0.07,CCOC(=O)c1ccc(NC(=O)C2CC(=O)Nc3nc4ccccc4n32)cc1 (stereo not drawn)
-1.0,0.14,COC(OC)c1nc(SCC(=O)Nc2cccc(Cl)c2)ncc1C(=O)O
-0.2,-6.57*,Nc1nc(C2CCCN2S(=O)(=O)c2ccc(Cl)cc2)cs1 (stereo not drawn)
-1.5,0.49,S=c1[nH]nc(Cc2ccccc2)n1-c1ccc(Cl)cc1
-0.6,0.21,CCCc1nnc(NC(=O)CC(=O)OCC)s1
-0.8,-1.72,CCOC(=O)C1(Cc2ccccc2Cl)CCN(C(=O)CN2CCOC2=O)CC1
-0.2,-1.08,O=C(c1ccc2c3c(cccc13)CC2)C1CCCN(Cc2ccncc2)C1 (stereo not drawn)
-1.3,-0.41,Cc1ccc(C(=O)OCC(=O)N(CC(C)C)c2c(N)n(Cc3ccccc3)c(=O)[nH]c2=O)cc1[N+](=O)[O-]
-0.1,-0.13,COc1ccc(C(=O)NC(=S)N2CC(C)OC(C)C2)cc1OC (stereo not drawn)
-0.9,0.96,Cc1[nH]n(-c2ccccc2)c(=O)c1/C=N/NC(=O)c1ccoc1C
/,-0.02,CCc1cc2c(=O)oc(-c3ccc(Br)cc3)nc2s1
0.1,0.84,COc1ccc(S(=O)(=O)N(C)C)cc1NC(=O)COC(=O)c1nn(C)c(=O)c2ccccc12
-0.8,-0.94,COc1ccc(-c2cc(CCCC(=O)NCCc3ccccc3)no2)cc1
0.5,1.72,Cn1c(SCC(=O)Nc2ccc3cn[nH]c3c2)nnc1-c1cnccn1
-0.8,0.13,Cc1ccccc1NC(=O)CCSc1nnnn1-c1ccccc1
-1.3,1.71,O=C(NCCN1CCN(C(=O)C(c2ccccc2)c2ccccc2)CC1)C(=O)Nc1ccccc1
1.6,-1.15,CCc1[nH]nc2c1C(C1C=CCCC1)C(C#N)=C(N)O2 (stereo not drawn)
0.7,-0.03,COc1cc(CNCCc2c[nH]c3ccccc23)cc(Cl)c1OCC(N)=O
-0.8,-0.5,CC1CN(Cc2nc3c(c(=O)n(C)c(=O)n3C)n2CCc2ccccc2)CC(C)O1 (stereo not drawn)
-2.2,0.67,Cc1c(O)ccc(C(=O)COc2ccc(F)cc2)c1O
0.0,-0.09,CC(=O)Nc1nc2cccc([N+](=O)[O-])c2s1
-3.1,-0.17,CCCCNC(=O)c1onc(CSc2ccc(Cl)cc2)c1C(=O)O
0.0,0.84,N#Cc1nc(COc2ccccc2F)oc1NCCc1ccccc1
-1.8,0.73,CN(C)S(=O)(=O)NCCNc1ccc(C(F)(F)F)cc1[N+](=O)[O-]
-0.5,0.52,CC(=O)Nc1cccc(C(=O)OC2CCOC2=O)c1 (stereo not drawn)
/,-0.8,CN1CCN(c2ccc(S(=O)(=O)N3CCCCC3)cc2NC(=O)Cc2ccc(Cl)cc2)CC1
-0.1,-1.31,COc1ccc(CCNC(=O)CCC(=O)Nc2ccccc2[N+](=O)[O-])cc1OC
-1.0,1.33,COc1cc(OC)cc(C(=O)NCC(=O)OCC(=O)Nc2cc(S(C)(=O)=O)ccc2Cl)c1
-1.0,0.48,Cc1cccc[n+]1CC(=O)c1ccc2c(c1)OCCO2
/,0.24,CCc1nc(SCC(=O)Nc2c(C)nn(C)c2C)c2cnn(-c3ccccc3)c2n1
1.1,-10.9*,CCc1ccc(O)c(CNCCNCc2cc(CC)ccc2O)c1

Twelve entries already listed, ordered by number of heavy atoms, low to high:
STK33 inh,Kir21 block,structure
0.0,-0.09,CC(=O)Nc1nc2cccc([N+](=O)[O-])c2s1
-0.5,0.52,CC(=O)Nc1cccc(C(=O)OC2CCOC2=O)c1 (stereo not drawn)
-1.0,0.48,Cc1cccc[n+]1CC(=O)c1ccc2c(c1)OCCO2
-1.8,0.73,CN(C)S(=O)(=O)NCCNc1ccc(C(F)(F)F)cc1[N+](=O)[O-]
-3.1,-0.17,CCCCNC(=O)c1onc(CSc2ccc(Cl)cc2)c1C(=O)O
0.0,0.84,N#Cc1nc(COc2ccccc2F)oc1NCCc1ccccc1
0.7,-0.03,COc1cc(CNCCc2c[nH]c3ccccc23)cc(Cl)c1OCC(N)=O
-0.1,-1.31,COc1ccc(CCNC(=O)CCC(=O)Nc2ccccc2[N+](=O)[O-])cc1OC
-0.8,-0.5,CC1CN(Cc2nc3c(c(=O)n(C)c(=O)n3C)n2CCc2ccccc2)CC(C)O1 (stereo not drawn)
-1.0,1.33,COc1cc(OC)cc(C(=O)NCC(=O)OCC(=O)Nc2cc(S(C)(=O)=O)ccc2Cl)c1
/,-0.8,CN1CCN(c2ccc(S(=O)(=O)N3CCCCC3)cc2NC(=O)Cc2ccc(Cl)cc2)CC1
-1.3,1.71,O=C(NCCN1CCN(C(=O)C(c2ccccc2)c2ccccc2)CC1)C(=O)Nc1ccccc1

Remaining list, next part.
STK33 inh,Kir21 block,structure
-1.3,0.74,NC(=O)c1nsc(C(=O)N(c2ccccc2)C(C(=O)NCC2CCCO2)c2ccc(F)cc2)c1N (stereo not drawn)
-0.3,-0.22,COc1cccc(CNC(=O)CCCc2cn(C)c3ccccc23)c1
/,-1.52,O=C(c1cccs1)n1nc(-c2cccnc2)nc1NCc1ccco1
0.3,/,C=CC[C@@H](CC(=O)N(CCO)Cc1ccccc1)C(=O)NC[C@H](OC(=O)[C@@H](CC=C)Cc1ccc(F)cc1)c1ccccc1
0.0,-1.14,COc1ccc(-c2oc3ncn(Cc4ccco4)c(=N)c3c2-c2ccc(OC)cc2)cc1
0.0,0.25,CCS(=O)(=O)c1ccc(N)cc1
-1.5,1.12,O=C(O)c1ccc(Nc2ccc(Cl)c(Cl)c2)c([N+](=O)[O-])c1
-1.0,0.92,COc1ccc(-c2cc(-c3ccccc3)n[nH]2)c(O)c1
0.2,-0.77,CCN1CCN(CC(=O)NC2CCCCC2)C(=O)C1=O
0.4,-0.01,Cc1ccc(C(=O)NNC(=O)CSc2nnc(-c3ccncc3)n2-c2ccc(C)cc2)cc1
-0.8,0.54,Cc1ccc(Nc2nnc(-c3ccc4c(c3)OCO4)o2)c(C)c1
-0.5,-1.12,CN(Cc1ccccn1)C(=O)CC1C(=O)NCCN1Cc1cccc(Oc2ccccc2)c1 (stereo not drawn)
-0.6,0.87,COc1ccc(N(CC(=O)Nc2ccc(C)c(C)c2)C2=NC3CS(=O)(=O)CC3S2)cc1 (stereo not drawn)
-0.7,-0.35,CC(=O)N1CCN(CC(C)(C)NS(=O)(=O)c2ccc(C)cc2)CC1
-0.5,0.29,Cc1cc(-c2nnc(SCC(=O)Nc3ccc(Br)cc3F)n2N)n[nH]1
0.5,1.19,CCCN1CCN(CC(=O)Nc2nnc(CC)s2)CC1
-1.4,-0.49,CCN(CC)S(=O)(=O)c1cccc(-c2nnc(SCC(N)=O)n2C)c1
-1.1,-1.06,CCCCOC(=O)/C=C\C(=O)OCCCC
1.5,1.11,CCSc1nnc(NC(=O)C2CCCCC2C(=O)OCC(F)(F)C(F)F)s1 (stereo not drawn)
-0.2,2.58,CC1CCCN(S(=O)(=O)c2cnc[nH]2)C1 (stereo not drawn)
-0.1,-0.27,O=C(NCC1CCC(C(=O)O)CC1)OCc1ccccc1 (stereo not drawn)
1.8,-1.54,O=C(Nc1ncc(Cc2cccc(Cl)c2)s1)c1cccs1
-3.7,-0.64,CCc1ccc(C(=O)NNc2ccc(F)cc2F)cc1
-1.6,-0.06,O=C(c1cccc(N2C(=O)C3C4C=CC(C4)C3C2=O)c1)N1CCCCCC1 (stereo not drawn)
-0.7,/,Cc1ccc(NC(=O)c2nc[nH]c2C(=O)NCCN(CCNC(=O)c2[nH]cnc2C(=O)Nc2ccc(C)cc2)CCNC(=O)c2[nH]cnc2C(=O)Nc2ccc(C)cc2)cc1
-1.1,/,CC(C)[C@H](NC(=O)c1ccccc1F)C(=O)OCC(=O)Nc1sccc1C(N)=O
-1.0,-0.92,O=C(NCc1ccco1)c1ccc(Cn2cc([N+](=O)[O-])cn2)o1
-1.3,0.5,Cc1ccc(C)c(NC(=O)c2cc(=O)c3ccccc3o2)c1
-1.1,-0.03,Cc1ccc(S(=O)(=O)Nc2ccnc(-c3cccnc3)n2)cc1
-0.3,-0.45,Cc1ccccc1OCCn1c(S(=O)(=O)O)nc2c(N)ncnc21
-1.2,-1,O=C(NNC(=S)NCc1ccccc1)c1cccnc1
-0.4,-0.19,N#C/C(=C/c1ccncc1)c1nc2ccccc2c(=O)[nH]1
-0.7,-1.61,O=C(COC(=O)Cc1ccccc1F)Nc1ccc(F)cc1F
-1.0,-0.08,CCOC(=O)N1CCC(c2[nH][nH]c(=O)c2C)CC1
3.5,-1.92,O=C(N/N=C/c1cc([N+](=O)[O-])ccc1O)c1cccc2ccccc12
-1.9,0.58,COCCNC(=O)Nc1ccc2c(c1)N(C)C(=O)c1ccccc1S2
-0.8,-0.3,CCN(CC(=O)Nc1c(C(=O)OC)[nH]c2ccc(Cl)cc12)c1ccc2c(c1)OCO2
0.5,-2.77,CCOC(=O)N1CCN(C(=O)c2ccc3c(c2)N(Cc2ccc(C)cc2)CCS3)CC1
/,1.12,CN1CCN(CCCNC(=O)c2ccc(/C=C3/Sc4ccccc4N(Cc4cccc(Cl)c4)C3=O)cc2)CC1
-0.9,0.99,O=C(Cc1c(F)cccc1Cl)Nc1ccncc1
0.4,2.45,Cc1cccc(C(=O)N[C@H](C(=O)Nc2ncc(C)s2)C(C)C)c1
-1.7,-0.19,COc1cc(C[C@@H](CO)[C@H](CO)Cc2ccc(O)c(OC)c2)ccc1O
0.5,1.67,COC(=O)c1ccc(C(=O)OCCCc2nc3ccc(N)cc3[nH]2)cc1
-0.1,2.18,CC1CC(C)CN(C(=O)c2ccc(N3CC4CC(C3)c3cccc(=O)n3C4)c([N+](=O)[O-])c2)C1 (stereo not drawn)
0.3,1.51,COc1ccc(-n2c(CNC(=O)COc3ccc(Cl)cc3)n[nH]c2=S)cc1
-1.8,-0.6,CSc1nc(Oc2ccc(=O)[nH]n2)nc(N(C)C)n1
-0.6,/,CC(NC(=O)c1ccc(S(=O)(=O)Nc2ccccc2)cc1)c1ccc(S(N)(=O)=O)cc1 (stereo not drawn)
-0.7,0.42,O=C(NCC(c1ccco1)N1CCN(c2ccccc2)CC1)C(=O)NC1CCCCC1 (stereo not drawn)
-0.4,-0.17,CC1CCN(C(=O)CSc2nc3[nH]ncc3c(=O)[nH]2)CC1
2.1,-0.15,O=C(N/N=C/c1c[nH]c2ccccc12)c1cc(-c2cccc3ccccc23)n[nH]1
0.1,-1.27,CCCn1c(SCC(=O)NC2CCCCC2)nnc1-c1ccco1
-0.9,0.57,CC1CN(C(=O)c2ccc(S(=O)(=O)Nc3cccc(C(F)(F)F)c3)cc2)CC(C)O1 (stereo not drawn)
1.7,0.62,Cn1cccc1/C=N/NC(=O)Cc1cccc2ccccc12
4.5,0.99,COc1cc(Cn2c(=O)c3c(OC)c(C)cnc3n(C)c2=O)cc(OC)c1
-1.0,0.52,CN1CCC(N(C)S(=O)(=O)c2ccc(C(C)(C)C)cc2)CC1
-1.5,-0.25,CC(C)Nc1nc(NC(C)C)nc(OCCOC(=O)Nc2ccccc2)n1

(continued)
STK33 inh,Kir21 block,structure
-0.9,-1.15,CCC(C(=O)Nc1ccc2c(c1)OCCO2)c1ccccc1 (stereo not drawn)
0.1,0.43,O=C(CS(=O)(=O)c1c[nH]c2ccccc12)N1CCc2ccccc21
-1.8,-0.42,CC(=O)N1CCN(CC(O)COc2ccc(OCc3ccccc3)cc2)CC1 (stereo not drawn)
-0.6,-0.07,Cc1ccccc1Oc1ccc(S(=O)(=O)NCCC(=O)O)cc1
0.3,-0.86,CSc1ccccc1C(=O)C1CCCN(S(=O)(=O)c2c(C)noc2C)C1 (stereo not drawn)
0.5,-0.72,O=C(COc1ccc(F)cc1F)NNC(=O)Nc1cccc([N+](=O)[O-])c1
0.5,1.41,O=C(COC(=O)c1cccnc1)Nc1ccc(F)cc1
-2.3,-0.86,O=C(CCCn1c(=S)[nH]c2cc3c(cc2c1=O)OCO3)NCc1cccc(Cl)c1
-0.1,-0.46,COCCC(=O)N1CCC(Oc2ccc(C(=O)NCc3ncc(C)[nH]3)cc2)CC1
-0.4,0.77,COC(=O)c1ccc(-c2nc(O)c3cnccn23)cc1
1.4,-0.82,Cc1ccc(N(C(=O)CC2NC(=O)NC2=O)C2(C(=O)NC3CCCC3)CCCCC2)cc1 (stereo not drawn)
1.1,2.01,CCOC(=O)c1c(C)[nH]c(C)c1S(=O)(=O)N(C)CC(=O)Nc1cccc(C)n1
-0.9,2.13,CC1(C)CC(n2c(NCCO)nc3c(c2=O)C2(CCCC2)Cc2ccccc2-3)CCO1 (stereo not drawn)
-11.1,0.03,O=C(CSc1nc(O)c(C2CCCCC2)c(=O)[nH]1)Nc1ccc(F)cc1

A draw from above in order of molar mass, lowest first.
STK33 inh,Kir21 block,structure
-11.1,0.03,O=C(CSc1nc(O)c(C2CCCCC2)c(=O)[nH]1)Nc1ccc(F)cc1
-0.1,-0.46,COCCC(=O)N1CCC(Oc2ccc(C(=O)NCc3ncc(C)[nH]3)cc2)CC1
1.1,2.01,CCOC(=O)c1c(C)[nH]c(C)c1S(=O)(=O)N(C)CC(=O)Nc1cccc(C)n1

Compound activity (PubChem)
